Screens (PubChem)
TRPC6 inh = mouse TRPC6 channel inhibition; HEK293-TRPC6, membrane potential dye, ACh-evoked depolarization; active compounds read low; B-score at 10 µM; 1.1% of 310,000 active; AID 2553;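 active = B-score under library mean minus 3 SD, initial fluorescence not abnormally high, positive integrated signal ratio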;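 also: B-score derived from integrated fluorescence ratio over the kinetic read; more negative B-score means stronger inhibition of depolarization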
IEC-6 tox = IEC-6 cytotoxicity, counter-screen for KLF5 inhibitors | inhibition, % at 5 µM | 0.78% of 290,000 active | luminescence viability; in the data active = inhibition above about 22%;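 also: 0% = plate median of test compound wells and 100% = cytotoxic reference compound wells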
HIF activator = HIF pathway transcriptional activation; U2OS HRE-luciferase reporter, luminescence; normalized: DMSO 0%, desferrioxamine 100%; AID 1910; 0.32% of 300,000 active; activation, % at 7.5 µM (by protocol);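 active = mean activation of at least 10% of the iron chelator positive control signal, with at least half of replicates also reaching 10%; inconclusive = mean and replicate majority disagree about reaching 10%; inactive = mean and most replicates under 10%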
TRPC4 potent = TRPC4 (mouse) allosteric potentiation; HEK293 TRPC4beta/mu-opioid, DAMGO EC20, Fluo-4 Ca2+ flux; active compounds read high; AID 2227; 0.42% of 310,000 active; Q9QUQ5; B-score at 10 µM;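 active = B-score of calcium response area above 5 SD of library B-scores, with initial fluorescence ratio within 5 SD of library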;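 also: B-score of integrated fluorescence ratio over time as area under calcium response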
TRPC4 act = activators of mouse TRPC4 channel; B-score at 10 µM; Q9QUQ5; HEK293 TRPC4beta/mu-opioid, Fluo4 calcium fluorescence; active compounds read high; AID 2237; 0.49% of 310,000 active;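 active = B-score above 5 SD of library B-scores, and initial fluorescence ratio not above library mean plus 5 SD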;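 also: positive B-score marks a calcium rise read as TRPC4 activation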
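Material: HEK293 stable line with TRPC4beta plus mu-opioid receptor; technique: Fluo4 calcium-sensitive dye fluorescence, kinetic, 1 Hz baseline; timing: Fluo4 dye loading 45 min at room temperature, 110 s recording; controls: assay buffer as low control, maximal DAMGO as high control; read-out: integrated baseline-normalised fluorescence ratio, converted to per-well B score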
SKKanGAS inh = blocks kanamycin growth of S. pyogenes SKKanGAS strain. BacTiter-Glo, 6 h. inhibition, % at 7.5 µM. 1.3% of 300,000 active. AID 1662;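 active = mean replicate score, as percent of positive control median, at least 50; inconclusive = mean below 50 but one replicate at or above 50; inactive = mean and every replicate below 50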;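 also: strain carries kanamycin resistance gene driven by streptokinase promoter and grows in 40 µg/ml kanamycin; loss of luminescence reflects streptokinase promoter inhibition or plain growth inhibition; 0% = median of DMSO wells and 100% = positive control at its reference dose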
aSyn 5UTR inh = MLPCN primary screen, SNCA 5' untranslated region; alpha-synuclein 5'UTR reporter, inhibitor activity; inhibition, % (tested at 7.5 µM); 0.82% of 300,000 active; in the data active = inhibition above about 60%; inconclusive = no clear call, values can overlap the other calls;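 also: H4 neuroglioblastoma cells stably carrying SNCA 5'UTR luciferase fusion; 0% = DMSO wells and 100% = positive control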
MrgX1 antag = blocks BAM8-22 activation of human MrgX1 receptor | MRGX1-HEK293 calcium flux, Fluo-4, BAM8-22 antagonism; active compounds read low | B-score at 10 µM | 1.3% of 310,000 active | AID 588676;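 active = calcium-response B-score plate-corrected more than 3 library SD below zero, starting fluorescence within 5 deviations, no agonist response on first addition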;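 also: peak minus trough fluorescence over baseline after final BAM8-22 challenge near maximal dose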
Target sequence (Q96LB2 whole entry, looked up): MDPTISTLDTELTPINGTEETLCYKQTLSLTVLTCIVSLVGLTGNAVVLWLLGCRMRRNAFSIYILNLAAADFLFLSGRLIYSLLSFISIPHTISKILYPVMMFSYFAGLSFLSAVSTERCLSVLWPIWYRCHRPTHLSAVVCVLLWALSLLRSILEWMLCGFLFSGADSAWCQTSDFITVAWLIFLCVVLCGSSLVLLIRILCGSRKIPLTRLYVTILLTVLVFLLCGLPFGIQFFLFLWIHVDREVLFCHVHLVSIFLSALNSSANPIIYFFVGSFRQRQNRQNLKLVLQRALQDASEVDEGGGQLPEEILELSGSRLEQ
TRPC4 inh = inhibitors of mouse TRPC4 channel; B-score at 10 µM; Q9QUQ5; HEK293 TRPC4beta/mu-opioid, DAMGO-evoked Fluo4 calcium flux; active compounds read low; 0.39% of 300,000 active; AID 2247;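 active = B-score over 3 SD under the library average, no early fluorescence shift, positive overall ratio signal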
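Signal: kinetic Fluo4 fluorescence imaging of calcium influx. Material: stable TRPC4beta/mu-opioid receptor HEK293 cells. Probe or stimulus: DAMGO in two steps, submaximal then maximal.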
TRPC6 activator = activators of mouse TRPC6 channel. 0.13% of 310,000 active. AID 2550. B-score at 10 µM. HEK293-TRPC6 membrane potential dye fluorescence; active compounds read high. Q61143;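 active = B-score of the integrated fluorescence ratio above library mean plus 3 SD, and starting fluorescence ratio within library mean plus 5 SD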;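 also: higher score means more depolarization so channel activation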
KLF5 inh = kruppel-like factor 5 inhibition | DLD-1 KLF5 promoter-luciferase reporter, luminescence | inhibition, % at 5 µM | 0.23% of 290,000 active | AID 1700;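 active = inhibition above a per-plate limit of that plate's mean compound inhibition plus 3 SD, cut at about 60% in these data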;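 also: 0% = DMSO wells and 100% = LY294002 at 200 µM; higher means less KLF5 promoter-driven luciferase light; inactives centre near -14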
Numbers without * were called inactive; i = inactive; u = inconclusive; x = not tested or not shown.

item	SMILES	TRPC6 inh	IEC-6 tox	HIF activator	TRPC4 potent	TRPC4 act	SKKanGAS inh	aSyn 5UTR inh	MrgX1 antag	TRPC4 inh	TRPC6 activator	KLF5 inh
1	Cc1ccc(OCC(=O)N/N=C\c2ccc(-c3cccc(C(=O)O)c3)o2)c(C)c1	i	-3.8	0.3	i	i	28.4	-31.1	i	i	i	-69.4
2	Cc1cc(OCC(=O)Nc2cc(S(=O)(=O)N3CCOCC3)ccc2N2CCCC2)ccc1C(C)C	i	x	1.9	i	i	-3.2	33.5	i	i	i	x
3	CCCCN(CCCC)CCNC(=O)CSCc1ccc(C)cc1	i	3.7	-0.4	i	i	-0.7	-1.5	i	i	i	6.5
4	O=C(COC(=O)c1ccc[nH]c1=O)Nc1ccc(S(=O)(=O)N2CCCC2)cc1	i	1.7	-0.4	i	i	-5.0	9.2	i	i	i	-26.0
5	O=C1c2ccccc2CSc2c(O)cccc21	i	x	-0.5	i	i	-0.4	34.5	i	i	i	x
6	Cc1ccc2cc(C#N)c(NCCNC(=S)NCCCN3CCOCC3)nc2c1	i	1.4	-0.5	i	i	-4.5	22.4	i	i	i	-24.4
7	OC(CNCc1ccccc1)c1ccccc1 (stereo unspecified)	i	-3.8	-0.1	i	i	2.8	-1.9	i	i	i	-24.5
8	CCN(CC)C(=O)C[n+]1cccc(/C=N/O)c1	i	-8.3	-0.1	i	i	-4.1	-8.6	i	i	i	-3.3
9	O=[N+]([O-])c1ccc(OCCN2CCNCC2)cc1	i	1.3	-0.2	i	i	3.3	6.2	i	i	i	11.6
10	O=C(N/N=C/c1cccs1)c1cccc2cc[nH]c12	i	-5.9	4.9	i	i	-7.2	-55.5	i	i	i	-29.6
11	Cc1nc2c(-c3ccc(F)cc3)c(C)[nH]n2c(=O)c1Cl	i	-0.5	1.3	i	i	44.5	24.7	i	i	i	-23.7
12	CCOC(=O)C1CCCN(C(=O)c2cn(CC(C)C)c(=O)c3cc(OC)c(OC)cc23)C1 (stereo unspecified)	i	-0.8	-0.1	i	i	-7.2	4.8	i	i	i	-6.3
13	O=C(COc1ccccc1[N+](=O)[O-])Nc1cccnc1	i	-1.0	3.6	i	i	3.6	-71.5	i	i	i	-111.3
14	NS(=O)(=O)c1ccc(CCNC(=O)c2cc3ccccc3s2)cc1	i	13.6	-3.1	i	i	0.0	29.6	i	i	i	3.8
15	O=C(NCCC1CCCCN1S(=O)(=O)c1cccs1)C(=O)NCc1ccccc1 (stereo unspecified)	i	x	1.1	i	i	-5.9	2.0	i	i	i	x
16	Nc1nc(SCC(=O)N2CCCC2)[nH]c(=O)c1-c1ccccc1	i	10.6	u	i	i	1.1	9.1	i	i	i	-22.9
17	COc1ccccc1-n1ccn(CC(=O)Nc2ccc(C)cc2Cl)c(=O)c1=O	i	x	0.4	i	i	-8.2	-0.6	i	i	i	x
18	CCOc1ccc(Br)cc1S(=O)(=O)Nc1ncn[nH]1	i	-5.0	0.3	i	i	-0.5	1.9	i	i	i	-2.0
19	NC(=O)C(c1ccc(Cl)cc1Cl)c1ncc(C(F)(F)F)cc1Cl (stereo unspecified)	i	7.9	-0.3	14*	i	9.8	22.1	i	i	i	18.1
20	N#Cc1c2c(nc(N)c1-c1ccccc1)CCCCC2	i	-6.3	0.2	i	i	-1.8	18.8	i	i	i	-17.6
21	O=C(NN1C(=O)/C(=C/c2cccc(O)c2)SC1=S)c1ccccc1O	i	1.5	-0.2	i	i	-2.6	-3.2	i	i	i	-5.2
22	CCOC(=O)c1c(NC(=O)COC(=O)c2cnccn2)sc(C(=O)NC)c1C	i	x	-0.1	i	i	-13.9	0.5	i	i	i	x
23	NC(=O)NC(=O)COC(=O)c1cccnc1Nc1ccccc1F	i	3.2	-0.2	i	i	3.1	-23.1	i	i	i	7.9
24	O=C(NC1CC1)C(=O)c1c(-c2ccccc2)[nH]c2ccccc12	i	-0.4	0.1	i	i	2.9	-1.8	i	i	i	-7.1
25	COc1cc(C2NC(=O)N(C)C(C)=C2C(=O)OCc2ccccc2)cc(Br)c1O (stereo unspecified)	i	-4.2	-0.5	i	i	-2.0	6.8	i	i	i	-28.3

Pulled one by one from the list above, 3 records:
item	SMILES	TRPC6 inh	IEC-6 tox	HIF activator	TRPC4 potent	TRPC4 act	SKKanGAS inh	aSyn 5UTR inh	MrgX1 antag	TRPC4 inh	TRPC6 activator	KLF5 inh
2	Cc1cc(OCC(=O)Nc2cc(S(=O)(=O)N3CCOCC3)ccc2N2CCCC2)ccc1C(C)C	i	x	1.9	i	i	-3.2	33.5	i	i	i	x
10	O=C(N/N=C/c1cccs1)c1cccc2cc[nH]c12	i	-5.9	4.9	i	i	-7.2	-55.5	i	i	i	-29.6
14	NS(=O)(=O)c1ccc(CCNC(=O)c2cc3ccccc3s2)cc1	i	13.6	-3.1	i	i	0.0	29.6	i	i	i	3.8

The main list resumes; the 4 compounds before the break are reprinted first.
item	SMILES	TRPC6 inh	IEC-6 tox	HIF activator	TRPC4 potent	TRPC4 act	SKKanGAS inh	aSyn 5UTR inh	MrgX1 antag	TRPC4 inh	TRPC6 activator	KLF5 inh
22	CCOC(=O)c1c(NC(=O)COC(=O)c2cnccn2)sc(C(=O)NC)c1C	i	x	-0.1	i	i	-13.9	0.5	i	i	i	x
23	NC(=O)NC(=O)COC(=O)c1cccnc1Nc1ccccc1F	i	3.2	-0.2	i	i	3.1	-23.1	i	i	i	7.9
24	O=C(NC1CC1)C(=O)c1c(-c2ccccc2)[nH]c2ccccc12	i	-0.4	0.1	i	i	2.9	-1.8	i	i	i	-7.1
25	COc1cc(C2NC(=O)N(C)C(C)=C2C(=O)OCc2ccccc2)cc(Br)c1O (stereo unspecified)	i	-4.2	-0.5	i	i	-2.0	6.8	i	i	i	-28.3
26	CS(=O)(=O)Nc1ccccc1C(=O)N1CCCC1	i	-2.5	-0.2	i	i	-1.1	4.0	i	i	i	3.5
27	CCNc1nc(NCC)nc(OCCOC(=O)Nc2ccccc2)n1	i	-6.2	0.1	i	i	-7.5	28.4	i	i	i	-8.4
28	CC1(OC(=O)c2cccs2)C(=O)C=C2C=C3CCCN3C=C2C1=O (stereo unspecified)	i	x	-0.5	i	i	2.7	-6.2	i	i	i	x
29	COCCN(C(=O)COC(=O)c1sccc1C)c1c(N)n(Cc2ccccc2)c(=O)[nH]c1=O	i	3.3	-0.4	i	i	-1.0	1.2	i	i	i	0.6
30	CCn1cc(C(=O)NCC2CCCO2)c(=O)c2cc(S(=O)(=O)N3CCC(C)CC3)ccc21 (stereo unspecified)	i	9.2	-0.5	i	i	1.6	3.7	i	i	i	9.9
31	CCc1ccc(-c2ccc(SCC(=O)Nc3nnc(C)s3)nn2)cc1	i	5.3	2.6	i	i	-15.3	-83.3	i	i	i	-86.9
32	O=C(c1ccccc1)N1CCC(c2nc(-c3ccc(S(=O)(=O)N4CCOCC4)cc3)no2)CC1	i	-0.6	0.1	i	i	2.0	10.3	i	i	i	-54.6
33	COc1cc(C(c2sc3nc(C)nn3c2O)N2CCOCC2)cc(OC)c1OC (stereo unspecified)	i	2.5	-0.2	i	i	-2.5	5.6	i	i	i	-10.9
34	CC1=CC(=O)C=C(C)C1=NOc1ccccc1[N+](=O)[O-]	i	4.8	-0.8	i	i	2.6	12.8	i	i	i	-18.9
35	N#Cc1c(-c2ccccc2)cc(-c2cccs2)nc1SCC(=O)O	i	-1.1	0.7	i	i	-10.0	3.7	i	i	i	-26.3
36	CC(C)NC(=O)C(=O)NCc1ccccn1	i	-2.0	0.1	i	i	5.5	0.5	i	i	i	-11.5
37	CN(CC(=O)Nc1ccccc1Br)C(=O)COc1cccc2c1OC(C)(C)C2	i	x	-0.2	i	i	-0.6	-3.1	i	i	i	x
38	COc1ccc(NC(=S)NCc2ccco2)c(OC)c1	i	-1.8	0.0	i	i	0.1	-1.7	i	i	i	0.9
39	C/C(=N\NC(=O)c1c(Br)c(C)nn1C)c1cccc(NC(=O)c2ccccc2F)c1	i	-3.6	x	i	i	-1.0	-11.0	i	i	i	-31.7
40	Cn1nc(C(C)(C)C)cc1C(=O)NN1CCOCC1	i	5.3	0.0	i	i	19.4	0.4	i	i	i	1.4
41	CC(=O)N1CCN(c2ccc(N=Cc3c(O)n(Cc4ccccc4)c(=O)[nH]c3=O)cc2)CC1	-5.57*	-1.0	-0.1	i	i	-1.5	9.6	x	i	i	-5.4
42	Cc1ccc(NC(=O)COC(=O)[C@H](C)NC(=O)c2ccccc2)cc1S(=O)(=O)N1CCOCC1	i	-4.8	-0.3	i	i	-6.6	3.3	i	i	i	-12.1
43	COc1cccc(-n2nc(C(=O)N3CCN(Cc4ccccc4)CC3)c3ccccc3c2=O)c1	i	-0.9	-0.1	i	i	-4.3	4.7	i	i	i	-22.5
44	O=C(NC1CCCc2ccccc21)c1ccccc1Cl (stereo unspecified)	i	1.3	-0.3	i	i	0.3	14.1	i	i	i	-0.6
45	O=[N+]([O-])c1ccc(N/N=C/c2c[nH]c3ccccc23)cc1	i	11.3	2.0	i	i	8.5	-138.7	-9.09*	i	i	-11.4
46	Cc1ccc(Cn2c(C(C)Nc3nc(C)cs3)nc3cc(Cl)c(Cl)cc32)cc1 (stereo unspecified)	i	x	-0.1	i	i	2.1	-3.3	i	i	i	x
47	N#CCCn1ncn(-c2ccccc2)c1=S	i	-1.9	-0.2	i	i	-10.5	7.9	i	i	i	12.8
48	Cc1nn(-c2ccccc2)c(=O)c2ccccc12	i	0.8	-0.9	i	i	6.9	-26.5	i	i	i	-13.3
49	CC(=O)c1ccc(NC(=S)NNC(=O)c2ccncc2)cc1	i	2.4	0.4	i	i	2.5	-70.2	i	i	i	-38.7
50	CCc1ccccc1NC(=O)CCNC(=O)Cn1ccc2ccccc2c1=O	i	0.5	-1.3	i	i	3.2	-20.2	i	i	i	-6.1
51	CCCNc1c(NS(=O)(=O)c2ccc(Br)cc2)c(=O)oc2ccccc12	i	-5.6	0.2	i	i	-0.4	1.4	i	i	i	-11.2
52	CCCNS(=O)(=O)c1ccc(NC(=O)Cc2cccs2)cc1	i	-0.3	0.3	i	i	-9.3	-30.1	i	i	i	-17.9
